Screening results from PubChem BioAssay.
Yp Topo-I inh: Yersinia pestis topoisomerase I inhibitors, primary screen, biochemical, cleavage product accumulation, plate reader, single point; activity, % at 10 µM; DNA topoisomerase I (Yersinia pestis CO92); 0.064% of 360,000 active; Y. pestis Topo-I cleavage product accumulation; in the data active means activity above about 50%, passing the limit was not always enough; further: inactives centre near 2
TcdB GH inh: TcdB glycohydrolase inhibitors, primary screen, biochemical, single point, plate reader | Toxin B (Clostridioides difficile), P18177 | AID 652162, 2013 | inhibition, % at 9.99 µM | TcdB glycohydrolase enzymatic assay | 0.24% of 350,000 active; in the data active means inhibition above about 10%
3CLpro inhibitor: SARS-CoV 3CLpro protease inhibitors, primary screen, biochemical, quenched FRET; recombinant SARS-CoV 3CLpro, quenched FRET peptide cleavage; 0.14% of 290,000 active; inhibition, % at 6 µM; Replicase polyprotein 1ab (Severe acute respiratory syndrome coronavirus), P0C6X7; in the data active means inhibition above about 12%
SSB-PriA inh: inhibitors of Klebsiella pneumoniae PriA binding to SSB C-terminal tail, primary screen, biochemical, AlphaScreen | PriA–SSB C-terminal tail interaction (Klebsiella pneumoniae) | AlphaScreen SSBct-PriA binding, biotinylated peptide | inhibition, % at 33 µM | 0.6% of 430,000 active | AID 1272365, 2023; in the data active means inhibition mostly above about 37%, no sharp cut-off; inactive means mostly below about 20%;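 further: plate controls were negative control peptide for no effect and reference peptide for full effect; strong numbers were not always called active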
PrPC surface inh: inhibitors of human cell surface prion protein PrPC, primary screen, cell-based, TR-FRET. AID 720596, 2013. inhibition, % at 13.8 µM. 0.43% of 370,000 active. TR-FRET read-out. Major prion protein (Homo sapiens), P04156; in the data active means inhibition above about 24%; further: 0% = median of the test wells and 100% = reference compound wells
Rv3671c protease: Rv3671c serine protease inhibitors, primary screen, biochemical, fluorescence polarization, M. tuberculosis H37Rv; P9WHR9; inhibition, % at 5.96 µM; 0.048% of 320,000 active; AID 2606, 2010; in the data active means inhibition above about 38%;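 further: extracellular domain of Rv3671c used as enzyme; 0% = enzyme with DMSO and 100% = no enzyme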
Target sequence (P9WHR9 whole entry, looked up, the tested form may be a part): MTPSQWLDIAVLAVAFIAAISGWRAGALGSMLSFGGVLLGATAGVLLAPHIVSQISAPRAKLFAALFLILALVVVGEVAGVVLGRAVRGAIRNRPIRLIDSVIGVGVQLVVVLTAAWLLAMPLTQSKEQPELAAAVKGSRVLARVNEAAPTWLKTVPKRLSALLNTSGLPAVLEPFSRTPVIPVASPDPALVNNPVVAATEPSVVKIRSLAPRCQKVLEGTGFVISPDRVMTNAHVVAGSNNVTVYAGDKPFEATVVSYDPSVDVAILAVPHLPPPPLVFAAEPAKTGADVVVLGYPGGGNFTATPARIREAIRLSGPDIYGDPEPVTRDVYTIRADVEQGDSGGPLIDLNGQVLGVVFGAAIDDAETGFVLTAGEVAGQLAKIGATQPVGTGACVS
CCHFV vOTU inh: CCHFV vOTU protease inhibitors, primary screen, biochemical, Pep-AMC substrate, fluorescence; inhibition, % at 11.5 µM; 0.55% of 370,000 active; AID 651958, 2012; in the data active means inhibition above about 30%; further: 0% = vehicle wells with enzyme and 100% = no enzyme wells
MazF activator: activators of E. coli MazEF toxin-antitoxin RNase, primary screen, biochemical, fluorescence, uHTS; 0.32% of 350,000 active; Endoribonuclease toxin MazF (Escherichia coli (strain K12)), P0AE70; activation, % at 20 µM; FAM/BHQ RNA-DNA oligo cleavage fluorescence, 5 h; in the data active means activation above about 50%
Target sequence (P0AE70 whole entry, looked up): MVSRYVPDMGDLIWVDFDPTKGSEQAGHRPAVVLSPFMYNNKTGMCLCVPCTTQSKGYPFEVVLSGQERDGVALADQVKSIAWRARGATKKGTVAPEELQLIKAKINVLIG
VHR inh abs: VHR1 phosphatase inhibitors, primary screen, biochemical, absorbance, uHTS; recombinant VHR phosphatase, pNPP absorbance; inhibition, % at 13.3 µM; 0.52% of 290,000 active; AID 1654, 2009; in the data active means inhibition above about 50%; further: some compounds called inactive have numbers as strong as hits
Target sequence (P51452 whole entry, looked up): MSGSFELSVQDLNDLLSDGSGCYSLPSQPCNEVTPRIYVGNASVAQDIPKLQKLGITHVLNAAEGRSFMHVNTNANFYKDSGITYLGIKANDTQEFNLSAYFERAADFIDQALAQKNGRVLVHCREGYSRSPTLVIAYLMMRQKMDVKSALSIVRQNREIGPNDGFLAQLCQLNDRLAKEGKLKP
Vc quorum ag: inducers of Vibrio cholerae quorum light production without autoinducers, primary screen, BH1578 luxS cqsA deficient, single point; V. cholerae BH1578 lux reporter, luminescence, 6 h; activation, % at 18.7 µM; 0.16% of 350,000 active; AID 588436, 2011; in the data active means activation mostly above about 9.7%, no sharp cut-off; further: not every result past the cut was called active; inactives centre near 0; reference of the scale not given here
* hit, by the source's call; i = inactive; . = no result given; & = joins results of further samples.

no.	SMILES	Yp Topo-I inh	TcdB GH inh	3CLpro inhibitor	SSB-PriA inh	PrPC surface inh	Rv3671c protease	CCHFV vOTU inh	MazF activator	VHR inh abs	Vc quorum ag
1	COc1cc(Nc2nc(-c3ccccc3)c3cc(C)ccc3n2)cc(OC)c1OC	-2	.	-6	2	0	3	8	-6	34	-3.4
2	C[C@@H]1CN([C@@H](C)CO)C(=O)CCCn2nncc2CO[C@@H]1CN(C)C(=O)Nc1cccc(Oc2ccccn2)c1	-5	0.7&-1.1&2.9	.	.	-3	.	-6	9	.	i
3	O=C1CC2(CCN(C(=O)C3CC(=O)N(c4ccc(F)cc4)C3)CC2)Oc2ccccc21 (configuration not stated)	17	0.9	.	-2&-8	6	6	-1	14	.	-2.3
4	CCNC(=O)C(CC(C)C)NC(=O)C(CO)NC(=O)C1CCC(=O)N1 (configuration not stated)	-3	0.7	1	3	-4	-3	-6	-4	1	-0.1
5	CCn1c(N2CCN(CC(=O)c3c[nH]c4ccccc34)CC2)nc2c1c(=O)[nH]c(=O)n2C	9	.	-4	2	1	4	12	-1	-3	i
6	COc1cccc(C(=O)N2CCN(C(=O)c3cccc(F)c3)CC2)c1	2	.	-4	-11	4	-2	4	-1	12	-0.3
7	CCOC(=O)c1ccc2ncc(C(=O)OCC)c(NCCN(C)C)c2c1	-1	2.2	-4	-6	-4	2	-19	5	.	-0.3
8	COc1ccc(Cl)cc1NC(=O)CSc1nnc(Cc2cccn2C)n1-c1ccc(F)cc1	18	0.2	4	6	5	-8	0	1	38	0.0
9	COc1cc(CN2C(=O)C(C)ON=C2c2ccccc2F)cc(OC)c1 (configuration not stated)	4	1.9	.	.	4	.	0	.	.	i
10	O=C(CN1CCOCC1)Nc1ncccn1	2	.	4	-3	-1	-3	-5	6	-8	-0.7
11	CCOc1ccccc1N1CC(C(=O)Nc2cc(S(C)(=O)=O)ccc2Cl)CC1=O (configuration not stated)	0	-0.2	.	1	2	4	9	0	.	i
12	CC(C)(C)NC(=O)CSc1nc(N)cc(=O)[nH]1	11	0.7	1	-19	-5	-7	-2	5	-4	i
13	NC(=O)COC(=O)c1ccccc1OCc1ccccc1	4	1.5	-4	0	5	1	2	6	-1	i
14	CN(C(=O)CSc1ncnc2scc(-c3ccccc3)c12)C1CCS(=O)(=O)C1 (configuration not stated)	5	-0.5	2	0	-7	-11	8	1	17	1.5
15	Cc1cccc(/C(N)=N/OC(=O)COc2ccc(Cl)cc2)c1	2	0.4	2	i	-5	5	-3	1	-4	-5.6

no.	SMILES	Yp Topo-I inh	TcdB GH inh	3CLpro inhibitor	SSB-PriA inh	PrPC surface inh	Rv3671c protease	CCHFV vOTU inh	MazF activator	VHR inh abs	Vc quorum ag
16	COc1ccc(CCN2CCCn3c2nc2c3c(=O)n(CC(C)C)c(=O)n2C)cc1OC	1	-0.1	6	-4	5	.	13	7	-35	-0.5
17	NC(=O)c1ccc(NC(=O)COC(=O)C2CC(=O)N(Cc3ccccc3)C2)cc1 (configuration not stated)	6	0.3	-1	-20	-5	11	7	6	33	-2.3
18	Cc1cccc2sc(NC(=O)CSCc3ccccc3)nc12	-7	.	1	-13	4	-7	-7	-10	8	i
19	Cc1nn(C)c(C)c1C1Nc2ccccc2C(=O)N1O (configuration not stated)	-4	.	0	-9	-1	4	-5	-2	26	.
20	O=C(CSC1=Nc2ccccc2C2CC=NN12)NCc1ccco1 (configuration not stated)	10	1.4	.	2	2	-4	9	-5	.	i
21	O=C1COc2ccc(C(=O)COC(=O)c3nc(Cl)ccc3Cl)cc2N1	3	2.8	.	-4	-2	.	0	-10	.	-1.2
22	Cc1cccc(N2CCN(C(=O)c3cccn4c(=O)c5c(C)c(C)sc5nc34)CC2)c1C	4	.	4	-23	-7	-4	-3	-9	16	0.7
23	CC(C)OC(=O)COc1cc(O)c2c(=O)cc(-c3ccccc3)oc2c1	10	0.5	4	-10	1	-4	-3	5	0	-0.1
24	CSc1ccc(C(=O)C2CCCN(C(=O)CCc3c(C)nn(C)c3C)C2)cc1 (configuration not stated)	16	0.6	0	-3	16	5	3	1	18	-5.0
25	COC(=O)C1=C[C@@H](C(=O)OC)[C@@H]2C3=C(C(=O)C2(C)C)[C@H](c2ccccc2)[C@@H]2C(=O)N(C)C(=O)[C@@H]2[C@@H]3C1	-8	2.6	.	10	-4	0	9	-2	.	-0.9
26	COc1ccc(C(NC(=O)C2CCN(CCOc3ccc(F)cc3)CC2)c2cccs2)cc1 (configuration not stated)	0	1.3	.	.	-14	.	-5	.	.	-1.2
27	CCOc1ccc(NC(=O)CN(C)C(=O)C2CCCC2)cc1OCC	-11	-2.0	4	-1	7	-5	0	8	28	i
28	CCCCc1cc(=O)oc2c(C)c(OCC(=O)NCC3CCC(C(=O)O)CC3)ccc12 (configuration not stated)	-3	-4.2	1	3	9	4	5	12	-3	-0.6
29	CN1CCN(/N=C/c2nc(-c3ccc(Cl)cc3)n3ccccc23)CC1	-2	-19	4	.	-26	4	7	18	-5	-0.2
30	CC1CCCN(C(=O)C(Cc2ccccc2)n2cccc2)C1 (configuration not stated)	-8	1.0	-4	6	-3	-5	-2	-2	5	0.0

no.	SMILES	Yp Topo-I inh	TcdB GH inh	3CLpro inhibitor	SSB-PriA inh	PrPC surface inh	Rv3671c protease	CCHFV vOTU inh	MazF activator	VHR inh abs	Vc quorum ag
31	CN(Cc1cccc(F)c1)C(=O)C1CC(=O)N(c2ccc3c(c2)OCCO3)C1 (configuration not stated)	2	0.5	.	0	0	2	-4	3	.	-0.4
32	COc1cccc(-c2cc(C(=O)Nc3ccc4c(c3)OCO4)no2)c1	1	1.9	0	-3	2	-6	-1	2	19	-2.3
33	CCc1ccc(NC(=O)C(C)OC(=O)Cn2[nH]c(=O)c3ccccc3c2=O)cc1 (configuration not stated)	4	0.4	.	.	-9	.	13	9	.	2.5
34	Cc1nc2ccccc2nc1OCC(=O)NCC(F)(F)F	-3	.	-1	-10	-8	0	-23	4	-1	0.7
35	COc1ccccc1CNC(=O)c1cc(S(=O)(=O)N2CCOCC2)cn1C	-13	0.3	-4	-12	11	9	-3	16	-2	i
36	COc1ccc(OC)c(C2/C(=C(/O)c3ccc(C)cc3)C(=O)C(=O)N2Cc2ccco2)c1 (configuration not stated)	2	.	6	.	4	-3	-1	-2	-12	-0.2
37	Cc1cccn2c(=O)c(/C=C(\C#N)C(=O)NCc3ccco3)c(N3CCCCCC3)nc12	25	2.2	3	10	-11	9	-6	5	10	i
38	COc1ccc(NC(=O)C2CCN(S(=O)(=O)c3c(C)nn(C)c3C)CC2)cc1	-3	-1.9	-3	2	2	-12	6	-2	7	i
39	c1ccc(-c2nc3nonc3c3nc4ccccc4n23)cc1	-5	0.4	1	-13	3	-7	-1	2	29	-1.7
40	CCN(CC)S(=O)(=O)c1cc(NS(=O)(=O)c2ccccc2)ccc1C	-1	.	-4	-13	4	-6	19	3	-4	-0.1
41	COc1ccccc1-n1cnnc1SCC(=O)NCC1CCCO1 (configuration not stated)	7	0.9	2	1	-3	0	0	8	-5	-0.5
42	CC(C)c1ccccc1NC(=O)CC1(CC(=O)O)CCCC1	-1	2.6	8	-3	-2	-7	-1	2	21	-0.2
43	Cc1ccc2nc(Cl)c(CN(C(=O)c3cnccn3)C3CCCCC3)cc2c1	15	0.2	7	-12	7	-7	-6	-2	19	-0.5
44	CCOc1ccc(C(C(=O)NC(C)(C)C)N(CCOC)C(=O)CCC(=O)Nc2nccs2)cc1 (configuration not stated)	11	-0.1	0	-14	-7	3	14	-4	7	-0.5
45	COc1ccc(/C=C2\SC(=O)N(CC(=O)NC3CCS(=O)(=O)C3)C2=O)cc1 (configuration not stated)	-4	4.9	2	5	1	2	-7	2	6	0.6

no.	SMILES	Yp Topo-I inh	TcdB GH inh	3CLpro inhibitor	SSB-PriA inh	PrPC surface inh	Rv3671c protease	CCHFV vOTU inh	MazF activator	VHR inh abs	Vc quorum ag
46	CCOCN(C(=O)Cn1c(C(C)O)nc2ccccc21)c1c(C)cccc1CC (configuration not stated)	22	.	-4	-10	-9	10	10	4	-27	-0.5
47	CC1(C)CC2CC(C)(CN2C(=O)c2cc(-c3ccc(F)cc3)on2)C1 (configuration not stated)	3	0.6	10	-10	7	2	5	10	14	-0.5
48	Cc1cccc(N2CCN(C(=O)COc3ccc4c(C)cc(=O)oc4c3C)CC2)c1C	44	0.2	-2	-10	14	-7	25	-10	2	-0.4
49	Cc1cc2ccccc2c(=O)n1CC(=O)NCC(=O)N(C)C1CCCCC1	7	.	4	-11	-3	-2	-10	8	15	-0.5
50	Cc1ccc(C(=O)COC(=O)C(C)N2C(=O)C3C4C=CC(C4)C3C2=O)cc1C (configuration not stated)	8	1.6	2	-15	1	.	-7	3	24	-0.1
51	Cc1cc(C)n2c(Br)c(CN3CCCC(C)C3)nc2n1 (configuration not stated)	10	-0.3	0	-9	3	-13	-19	12	18	i
52	Cc1noc(C)c1CSc1ncnc2ccccc12	1	2.4	2	-15	-4	-5	5	8	-9	-0.2

Single records, from the list above:
CCOCN(C(=O)Cn1c(C(C)O)nc2ccccc21)c1c(C)cccc1CC (configuration not stated) across the screens: Yp Topo-I inh = 22; TcdB GH inh = .; 3CLpro inhibitor = -4; SSB-PriA inh = -10; PrPC surface inh = -9; Rv3671c protease = 10; CCHFV vOTU inh = 10; MazF activator = 4; VHR inh abs = -27; Vc quorum ag = -0.5
Cc1cccc(N2CCN(C(=O)COc3ccc4c(C)cc(=O)oc4c3C)CC2)c1C across the screens: Yp Topo-I inh = 44; TcdB GH inh = 0.2; 3CLpro inhibitor = -2; SSB-PriA inh = -10; PrPC surface inh = 14; Rv3671c protease = -7; CCHFV vOTU inh = 25; MazF activator = -10; VHR inh abs = 2; Vc quorum ag = -0.4
Cc1noc(C)c1CSc1ncnc2ccccc12 across the screens: Yp Topo-I inh = 1; TcdB GH inh = 2.4; 3CLpro inhibitor = 2; SSB-PriA inh = -15; PrPC surface inh = -4; Rv3671c protease = -5; CCHFV vOTU inh = 5; MazF activator = 8; VHR inh abs = -9; Vc quorum ag = -0.2

This is a subset; the hit share may differ from the screen's.
